FLuc modulator = counter-screen for miR-21 project: firefly luciferase inhibitors or activators; P08659; purified FLuc, Km substrates, luminescence inhibition; Potency, µM (doses to about 57.5 µM), for the others: at the highest dose activity change, negative = inhibition, actives largely listed as inhibitors; hit rate 6.9% among 360,000; active = well fitted inhibition curve with a large enough effect; inconclusive = small, poorly fitted or top-dose-only effect;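 also: plate controls were vehicle for no effect and reference inhibitor for full effect; nearly all actives have a fitted effect of over 55% in size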
Target sequence (P08659 whole entry, looked up): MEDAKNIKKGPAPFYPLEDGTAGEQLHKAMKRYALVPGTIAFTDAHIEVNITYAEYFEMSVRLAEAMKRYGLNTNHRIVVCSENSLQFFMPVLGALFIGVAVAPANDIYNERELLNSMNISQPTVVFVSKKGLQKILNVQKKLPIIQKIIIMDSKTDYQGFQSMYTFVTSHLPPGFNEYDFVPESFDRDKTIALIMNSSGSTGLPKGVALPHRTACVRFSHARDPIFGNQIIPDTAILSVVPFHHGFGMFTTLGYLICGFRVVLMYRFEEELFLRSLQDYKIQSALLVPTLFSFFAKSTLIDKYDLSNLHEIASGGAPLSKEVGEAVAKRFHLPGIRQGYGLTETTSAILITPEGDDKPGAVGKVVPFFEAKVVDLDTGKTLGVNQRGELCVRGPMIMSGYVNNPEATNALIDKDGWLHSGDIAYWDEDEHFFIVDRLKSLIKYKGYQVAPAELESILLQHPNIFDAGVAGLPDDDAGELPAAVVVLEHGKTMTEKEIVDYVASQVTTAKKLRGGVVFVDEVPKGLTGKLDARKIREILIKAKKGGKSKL
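Purified P. pyralis luciferase, 10 nM final, with Km-level 10 uM D-luciferin and 10 uM ATP in 50 mM Tris acetate pH 7.5, 10 mM Mg acetate, 0.01% Tween-20, 0.05% BSA; 6-point qHTS titration about 60 µM downward; luminescence read.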
An asterisk follows results filed as active; ? = inconclusive. Potency is read from the fitted curve at half-maximal effect. The list is partial; the hit share may differ from the screen's.

SMILES | FLuc modulator
CCOc1ccc(NC(=O)Cn2c(=O)n(Cc3nc(-c4ccccc4)no3)c(=O)c3cc4c(cc32)OCO4)cc1 | -6%
CCOC(=O)c1ccc(Nc2nn3c(=O)c4ccccc4nc3s2)cc1 | -1%
Cc1ccc2c(CN3CCN(c4ccc(Cl)cc4)CC3)cc(=O)oc2c1 | 6%
Cc1ccc(Cl)cc1NC(=O)NC1COc2ccccc2C1 (configuration not stated) | 0%
Cc1ccc(-c2nc3scc(CCNC(=O)c4cccc(Br)c4)n3n2)cc1 | -6%
Cc1ccc(S(=O)(=O)NCCc2nnc3ccc(SCc4ccc(F)cc4)nn23)cc1 | -9%
O=C(Cn1nc2c(cc1=O)CCCC2)Nc1ccc(F)cc1F | 0%
Cc1ccc(N2CCN(c3nc4ccc(C(=O)c5ccccc5)cc4n4cnnc34)CC2)c(C)c1 | 0%
COc1ccc(C2=C(C)C(=O)N(Cc3ccc(C(=O)Nc4ccc(C)c(C)c4)cc3)S2(=O)=O)cc1 | 4%
COc1cccc(NC(=O)Cn2c(=O)n(Cc3ccccc3)c(=O)c3ccccc32)c1 | -3%
COc1ccc(C(=O)Nc2ccc(S(=O)(=O)N(Cc3ccccc3)c3ccccc3)cc2)cc1 | 4%
CC(CNC(=O)c1ccc(Cn2c(=O)c3cccn3c3cccnc32)cc1)c1ccccc1 (configuration not stated) | 2%
CCOc1cc(CNC(=O)c2ccc(NC(=O)c3nsc4ccccc34)cc2)ccc1OC | 3µM*
CC(=O)Nc1nonc1-c1nnc(SCc2cccc(Br)c2)n1C | -3%
COc1cc(OC)cc(C(=O)Nc2cccc(-c3cn4cccnc4n3)c2)c1 | -17%
COc1ccccc1N1CCN(c2ncc3c(n2)CCN(Cc2ccccc2C)C3)CC1 | 2%
COc1ccccc1N1CCN(S(=O)(=O)c2ccc3[nH]c4c(c3c2)CCCC4)CC1 | -7%
O=c1oc2ccc(Cl)cc2cc1-c1nc(-c2cccs2)no1 | 2%
O=C(Nc1ccccc1C(F)(F)F)c1ccc(F)c(S(=O)(=O)N2CCc3ccccc3C2)c1 | -1%
CC(C)c1ccc(NC(=O)C(Cc2ccccc2)NS(=O)(=O)c2ccc3c(c2)oc(=O)n3C)cc1 (configuration not stated) | -1%
O=C(COc1ccc(Br)cc1Cl)Nc1ncn[nH]1 | 2.1µM*
Cc1ccc(C)c(N2CCN(CCCNC(=O)c3ccc4nc(CCc5ccccc5)oc4c3)CC2)c1 | -3%
COc1cccc(-c2csc(N3CCC(C(N)=O)CC3)n2)c1 | 17µM*
COC(=O)c1ccc(NC(=O)c2c(NCc3ccc(OC)c(OC)c3)sc3c2CCCC3)cc1 | ?
CCCC(=O)Nc1cccc(-c2cn3c(C)csc3n2)c1 | ?

Filtered by structure: the entries above with an NH in an aromatic ring.
SMILES | FLuc modulator
COc1ccccc1N1CCN(S(=O)(=O)c2ccc3[nH]c4c(c3c2)CCCC4)CC1 | -7%
O=C(COc1ccc(Br)cc1Cl)Nc1ncn[nH]1 | 2.1µM*

(further entries)
SMILES | FLuc modulator
Cc1ccc(Cn2c(SCC(=O)NCc3ccccc3)nc3ccsc3c2=O)cc1 | 3%
COc1ccc(-c2cc(C(=O)Nc3c(C(=O)c4ccc(C)cc4)oc4ccccc34)no2)cc1 | -2%
COc1ccc(N(C)C(=O)c2cc3c(s2)-c2ccccc2OC3)cc1 | ?
CCCCN1C(=O)c2[nH]nc(-c3ccccc3O)c2C1c1ccc(C(C)(C)C)cc1 (configuration not stated) | 0%
O=C(C1CCCN(S(=O)(=O)c2ccc(Br)s2)C1)N1CCN(c2ccc(F)cc2)CC1 (configuration not stated) | 0%
Fc1ccc(-c2noc3ncnc(NCC4CCN(Cc5ccc(Cl)cc5)CC4)c23)cc1 | 1%
CN(C(=O)CSc1nc2ccccc2n1CC(=O)N(C)C1CCCCC1)c1ccc(F)cc1 | -5%
CCOc1ccc(-c2nnc(SCC(=O)NCCc3ccccc3)nc2-c2ccc(OCC)c(OC)c2)cc1OC | 0%
O=C(Nc1ccc(N2CCC(N3CCCCC3)CC2)c(C(=O)O)c1)c1ccc(Br)cc1 | -9%
CCOc1ccc(NC(=O)N(Cc2ccc(CC)cc2)Cc2cn[nH]c2-c2ccc(OC)cc2)cc1 | 4%
CCCN(C(=O)c1nn(-c2ccc(C)cc2)c(=O)c2c1c1ccccc1n2C)c1ccccc1C | -5%
O=C(CSCc1cnn(-c2ccccc2)c1-n1cccc1)NCc1ccccc1Br | 1%
COc1cc(C2c3c(-c4c(C)cc(C)cc4O)n[nH]c3C(=O)N2CCO)cc(OC)c1OC (configuration not stated) | -4%
O=C(Cn1cc(SCc2cccc(F)c2)c2ccccc21)N1CCOCC1 | ?
CCCCN(CC)C(=O)CSc1nc2n[nH]c(C)c2c(=N)n1-c1cccc(Cl)c1 | -5%
COc1ccccc1C1C=C(c2ccc(F)cc2)Nc2nc(-c3ccc(Cl)cc3)nn21 (configuration not stated) | -1%
Cc1ccc(C)c(CN2CCCN(Cc3ccccc3C)S2(=O)=O)c1 | 1%
Cc1cccc(NC(=O)C(c2ccccc2)N2Cc3ccccc3C2=O)c1C (configuration not stated) | 3%
O=C(Nc1cccc(Cl)c1)N1Cc2ccccc2Oc2ncccc21 | -9%
Cc1ccc(-c2nn(CC(=O)NCc3ccccc3)c3c2cnc2ccc(F)cc23)cc1C | 2%
CCCCOC(=O)c1ccc(NC(=O)c2ccc3c(c2)CCN3S(C)(=O)=O)cc1 | -7%
COCCNC(=O)c1sc2ncccc2c1-n1c(C)ccc1C | -2%
Cc1cc(C)c(NC(=O)C2CCN(c3nnc(C)c4c(C)n(-c5ccccc5)nc34)CC2)c(C)c1 | -6%
Cc1ccc(S(=O)(=O)C(CNS(=O)(=O)c2cc(F)ccc2F)c2cccs2)cc1 (configuration not stated) | -14%
CCN(CC)c1cc2c(cc1F)c(=O)c(S(=O)(=O)c1cccc(C)c1)cn2C | 2%

Overlap with the part before: three entries, followed by the next part.
SMILES | FLuc modulator
Cc1cc(C)c(NC(=O)C2CCN(c3nnc(C)c4c(C)n(-c5ccccc5)nc34)CC2)c(C)c1 | -6%
Cc1ccc(S(=O)(=O)C(CNS(=O)(=O)c2cc(F)ccc2F)c2cccs2)cc1 (configuration not stated) | -14%
CCN(CC)c1cc2c(cc1F)c(=O)c(S(=O)(=O)c1cccc(C)c1)cn2C | 2%
COc1ccc(N2CCN(C(=O)c3cc4c(=O)n(Cc5ccco5)ccc4nc3C)CC2)cc1 | -4%
Nc1ncc(S(=O)(=O)NCc2ccccc2)cn1 | -8%
CC(C)N(C(=O)CSc1nc2ccc(Cl)cc2[nH]1)c1ccccc1 | -2%
COc1cc(OC)c(NC(=O)c2nnn(Cc3ccc(C)cc3)c2N)cc1Cl | -9%
CCOC(=O)c1c(C)[nH]c(CCC(=O)NCCCN2CCN(c3cc(Cl)ccc3C)CC2)c1C | -9%
CCc1ccc(NC(=O)c2nn(-c3ccc(C)cc3)c(=O)n(C)c2=O)cc1 | -1%
CCOc1ccc(CN2C(=O)c3ccccc3C2C(=O)NCCc2ccc(OC)c(OC)c2)cc1 (configuration not stated) | 5%
CC(=O)c1ccc(N2CCN(c3ncnc4c3cnn4C)CC2)cc1 | -4%
CCOc1ccc(N(CC)S(=O)(=O)N2CCCC(C(=O)Nc3cc(Cl)ccc3C)C2)cc1 (configuration not stated) | -10%
COc1ccccc1NS(=O)(=O)c1cc2c(cc1Cl)NC(=O)CO2 | 2%
COc1ccc(NC(=O)Cn2c(=O)n(-c3cccc(C(F)(F)F)c3)c(=O)c3sccc32)cc1 | -1%
Cc1cccn2c(=O)cc(COc3ccc(NC(=O)c4cccc(F)c4)cc3)nc12 | -7%
Cc1cccc(NC(=O)CSc2nc3c([nH]c4ccccc43)c(=O)n2-c2ccc(F)cc2)c1C | -1%
O=C(Nc1ccc(S(=O)(=O)N2CCCCCC2)cc1)c1cc(=O)c2ccccc2o1 | 3%
COc1ccc(CCNC(=O)Cc2c(C)c3c(cc(C)c4c(C)coc43)oc2=O)cc1OC | -9%
COc1ccc(C2CC(=O)Nc3c2c(C)nn3-c2nncc(-c3ccc(C)cc3)n2)c(OC)c1OC (configuration not stated) | ?
COc1cccc2sc(N(Cc3cccnc3)C(=O)C3CCCCC3)nc12 | -2%
O=C(NCCc1ccc(Cl)cc1)c1ccc(CSCc2ccc(Cl)cc2)o1 | -3%
CCOc1ccccc1CNC(=O)c1cnc2sc(N3CCOCC3)nn2c1=O | -6%
CCC(=O)N1CCc2cc(S(=O)(=O)NCCC(=O)NCc3ccc(OC)cc3)ccc21 | -8%
COc1cccc(CNC(=O)CCC(=O)N2CC3CCCN3c3ccccc32)c1 (configuration not stated) | -11%
CCOc1cccc2cc(-c3cn4c(n3)sc3cc(C)ccc34)c(=O)oc12 | 0.43µM*
Nc1nnc(SCC(=O)Nc2cccc(F)c2)s1 | -1%
COc1ccc(CCNC(=O)CCc2c(C)c3cc4c(C)coc4cc3oc2=O)cc1 | -10%
COc1ccc(Oc2nc3c(c(=O)n(C)c(=O)n3C)n2Cc2ccccc2Cl)cc1 | -14%

An excerpt of these results, field by field.
> O=C(Nc1ccc(S(=O)(=O)N2CCCCCC2)cc1)c1cc(=O)c2ccccc2o1
  FLuc modulator = 3%

> CCOC(=O)c1c(C)[nH]c(CCC(=O)NCCCN2CCN(c3cc(Cl)ccc3C)CC2)c1C
  FLuc modulator = -9%

Additional compounds.
SMILES | FLuc modulator
CCOc1cccc(NC(=O)c2ccc(F)c(S(=O)(=O)N(CC)c3cccc(C)c3)c2)c1 | -9%
CCN(CC)C(=O)c1sc2c(c1C)c(=O)n(-c1ccc(OC)cc1OC)c(=O)n2Cc1cc(C)ccc1C | -5%
CCN(CC)c1nn2c(=O)c(C(=O)NCc3ccc(F)cc3)cnc2s1 | 6%
CCCc1cc(N2CCN(c3ccc(OC)cc3)CC2)n2cnnc2n1 | 2%
Cc1ccc(NC(=O)Cn2nnc3sc(-c4ccccc4)cc3c2=O)cc1Cl | -13%
COc1ccccc1CNC(=O)C1CCN(c2nnc(C)c3c(C)n(-c4ccccc4)nc23)CC1 | -12%
CCOc1ccccc1NC(=O)c1nc(SC(C)C)ncc1Cl | -10%
Clc1ccccc1CNCCCSc1nnnn1-c1ccccc1 | -10%
Cc1ccc(OCC(=O)Nc2sc3c(c2C(N)=O)CCCC3)c(C(C)(C)C)c1 | -7%
CCOc1ccccc1NC(=O)c1cc(=O)c2ccc(C)cc2o1 | 6%
Cc1nn(C)c2c1c(-c1ccccc1)cc(=O)n2Cc1ccccc1Cl | -1%
Cc1cc(C)cc(Nc2cc(C)nc3nc(-c4ccco4)nn23)c1 | 1%
O=C(Nc1ccc(Cl)cc1Cl)c1cc(S(=O)(=O)N2CCC3(CC2)OCCO3)ccc1F | -3%
COc1ccc(-c2cc3ccc(O)c(CN4CCOCC4)c3oc2=O)cc1OC | -2%
COc1ccc(CNC(=O)C(=O)NCC(c2cccnc2)N2CCN(c3ccccc3)CC2)cc1 (configuration not stated) | -1%
COc1cc(OC)c2c(C)c(CC(=O)N3CCCCC3)c(=O)oc2c1 | -4%
Cc1nn2c(=O)cc(COC(=O)c3cccc(NC(=O)c4ccc(F)cc4)c3)nc2s1 | -5%
N#C/C(=C\c1ccc(Cl)cc1)c1nc2ccccc2[nH]1 | -18%
O=C(Cn1cc(SCc2ccccc2Cl)c2ccccc21)N1CCCCCC1 | ?
COC(=O)c1ccccc1NC(=O)N1CCc2c(sc3c2CCCC3)C1c1ccc(F)cc1 (configuration not stated) | 0%
COc1ccc(C(=O)N2CCC(c3nc4ccccc4s3)CC2)cc1Cl | -1%
CC1CCc2noc(NC(=O)c3ccc([N+](=O)[O-])cc3)c2C1 (configuration not stated) | -12%
Cc1cccc(NC(=O)Nc2nnc(N(C)Cc3ccccc3)s2)c1 | -14%
CCC(Sc1nc2ncccc2[nH]1)C(=O)Nc1cccc(OC)c1 (configuration not stated) | 3%
COc1ccc(C(=O)Nc2nnc(S(=O)(=O)N(C)c3ccc(Cl)cc3)s2)cc1OC | -5%
SMILES | FLuc modulator
CCc1cccc2c(-c3ccccc3)nc(SCC(=O)Nc3ccccc3OC)nc12 | 1%
Cc1ccc(N(C)S(=O)(=O)c2ccc3[nH]c4c(c3c2)CCCC4)cc1 | 1%
CC1CCc2onc(C(=O)N3CCN(c4cccc(C(F)(F)F)c4)CC3)c2C1 (configuration not stated) | -10%
CC(=O)c1c(C)oc2c1cc(NS(=O)(=O)c1ccc(Cl)c(C)c1)c1ccccc12 | ?
CCc1ccc(NC(=O)c2ccc3c(c2)nnn3CC)cc1 | -19%
CC1CCN(C(=O)CN2CCSc3ccccc32)CC1 | -2%
O=C(Nc1ccc2oc(-c3ccc4ccccc4c3)nc2c1)c1cc(Br)ccc1Cl | ?
CCc1ccccc1N1C(=O)CN(S(=O)(=O)CC)CC1(C)C(=O)NC1CCCCC1 (configuration not stated) | -5%
CCc1ccc(NC(=O)Cn2ccn(-c3ccc(OC)cc3)c(=O)c2=O)cc1 | ?
CCN(CC)C(=O)Cn1nnc2sc(-c3ccccc3)cc2c1=O | -15%
CCCNc1c(NC(=O)c2ccc(OCCC)cc2)c(=O)oc2ccccc12 | 0%
Cc1ccc(NC(=O)Nc2c(C)n(C)n(-c3ccccc3)c2=O)c(Cl)c1 | -3%
Cc1c(Cl)cccc1NC(=O)Nc1c[nH]c(=O)[nH]c1=O | -7%
COc1ccc(-n2ncc3c2ncn2nc(-c4ccc(Cl)cc4Cl)nc32)cc1 | 0%
Cc1cc(C)cc(NC(=O)CNS(=O)(=O)c2ccc3nc(C)sc3c2)c1 | -11%

Four compounds picked at random from the list so far, as already listed:
SMILES | FLuc modulator
CCc1ccc(NC(=O)Cn2ccn(-c3ccc(OC)cc3)c(=O)c2=O)cc1 | ?
CCc1ccccc1N1C(=O)CN(S(=O)(=O)CC)CC1(C)C(=O)NC1CCCCC1 (configuration not stated) | -5%
COc1ccc(-n2ncc3c2ncn2nc(-c4ccc(Cl)cc4Cl)nc32)cc1 | 0%
Cc1ccc(NC(=O)Nc2c(C)n(C)n(-c3ccccc3)c2=O)c(Cl)c1 | -3%
